# Assay outcomes: PubChem BioAssay, National Center for Advancing Translational Sciences (NCATS)
# JMJD2A Tudor – blocks the human JMJD2A Tudor domain | O75164 | AlphaScreen JMJD2A-Tudor / H3K4me3 peptide binding | 390,000 compounds, 4.4% hits | AID 504339 | Potency, µM (titrated, usually from 114 µM), for the others: top-dose activity change, negative = inhibition, most hits filed as inhibitors; further: potency means the concentration at half of the fitted maximal effect; on the % scale 0 is the no-effect control and ±100 the full control effect; nearly all actives have a fitted effect of over 50% in size
# BAZ2B block – blocks human BAZ2B | AID 504333 | Q9UIF8 | Potency, µM (series often up to 114 µM), without a hit: at the top dose activity change, negative = inhibition, usual class: inhibitors | 360,000 compounds, 4.4% hits | AlphaScreen BAZ2B-H3K14Ac peptide displacement; further: potency means the concentration at half of the fitted maximal effect; on the % scale 0 is the no-effect control and ±100 the full control effect; nearly all actives have a fitted effect of over 60% in size
#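 AlphaScreen displacement of biotin-H3(5-23)K14Ac peptide (50 nM final) from BAZ2B (50 nM final) in PBS pH 7.4, 0.01% Tween-20; complex preformed 30 min RT, then compounds (top 110 uM) 30 min RT, beads 20 min dark.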
# Pin1 inh – human Pin1 inhibition | Q13526 | Potency, µM (series often up to 115 µM), inactives show at the top dose activity, negative = inhibition, usual class: inhibitors | Pin1 FP peptide displacement, HiFluor488, 10 min | 390,000 compounds, 0.009% hits; active means well fitted inhibition curve with a large enough effect in the polarisation, with a control signal flat, not every such curve was filed as active; inconclusive means small, poorly fitted or top-dose-only effect, or effect the other way, or a change in a side signal; inactive means no such curve, though single readings can be large or run the other way; the % refers to the polarisation; further: potency means the concentration at half of the fitted maximal effect; on the % scale 0 is the no-effect control and ±100 the full control effect
# Target sequence (Q13526 whole entry, looked up): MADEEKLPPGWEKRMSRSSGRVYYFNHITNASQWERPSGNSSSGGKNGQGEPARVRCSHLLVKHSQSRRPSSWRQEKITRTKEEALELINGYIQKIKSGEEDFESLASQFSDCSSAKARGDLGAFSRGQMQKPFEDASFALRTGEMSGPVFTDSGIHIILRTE
# PI4K2A block – inhibitors of human PI4K2A; 420,000 compounds, 0.13% hits; activity change, negative = inhibition, % at 76.9 µM; Q9BTU6; purified PI4K2A, ADP-Glo luminescence, 1 h; hits give low values; in the data active means activity change below about -50%; inconclusive means mostly about -30% to -49%;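 further: -100% = wells without enzyme as full effect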
# Target sequence (Q9BTU6 whole entry, looked up): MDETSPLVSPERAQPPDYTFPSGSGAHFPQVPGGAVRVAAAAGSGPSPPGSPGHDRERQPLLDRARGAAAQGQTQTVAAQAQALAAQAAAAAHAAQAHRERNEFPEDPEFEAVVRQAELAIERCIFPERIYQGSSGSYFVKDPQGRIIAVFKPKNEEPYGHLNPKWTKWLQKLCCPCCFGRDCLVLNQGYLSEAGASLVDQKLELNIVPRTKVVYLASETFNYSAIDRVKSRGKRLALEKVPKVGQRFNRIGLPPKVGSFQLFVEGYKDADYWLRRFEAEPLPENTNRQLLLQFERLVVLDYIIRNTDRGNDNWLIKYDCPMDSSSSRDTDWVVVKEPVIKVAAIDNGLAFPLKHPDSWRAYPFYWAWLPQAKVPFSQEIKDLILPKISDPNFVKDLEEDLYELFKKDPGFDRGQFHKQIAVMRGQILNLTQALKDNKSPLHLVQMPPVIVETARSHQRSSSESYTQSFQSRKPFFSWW
#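 Compounds are screened against recombinant PI4K2A using PI as substrate and ATP, the latter dispensed at 300 microM. Reactions run one hour at ambient temperature before ADP-Glo detection; full inhibition defined by wells lacking enzyme.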
# Tb PGK inh – blocks T. brucei phosphoglycerate kinase; PGK/GAPDH coupled, Kinase-Glo luminescence, 60 min; 380,000 compounds, 0.043% hits; P07378; AID 602233; Potency, µM (titrated, usually from 57.5 µM), for the others: at the highest dose activity change, negative = inhibition, actives largely listed as inhibitors; further: potency means the concentration at half of the fitted maximal effect; on the % scale 0 is the no-effect control and ±100 the full control effect; nearly all actives have a fitted effect of over 60% in size
#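 Recombinant glycosomal PGK reaction used 1,3-bisphosphoglycerate generated in-well by GAPDH (100nM final) in 100mM TEA pH 7.6, 5mM MgCl2, 0.01% Tween-20. After 60 minutes at room temperature, ATP was read by Kinase-Glo Plus luminescence end-point.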
# ERG Ets-DNA blk – blocks human ERG Ets domain binding to DNA; P11308; fluorescence polarization, His-ERG Ets domain / labelled DNA; Potency, µM (highest dose often 76.9 µM), without a hit: top-dose FP activity, negative = inhibition, most hits filed as inhibitors; 370,000 compounds, 0.028% hits; active means well fitted inhibition curve with a large enough effect in the polarisation, with a control signal flat; inconclusive means small, poorly fitted or top-dose-only effect, or effect the other way, or a change in a side signal; inactive means no such curve, though single readings can be large or run the other way; the % refers to the polarisation;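 further: polarization taken with two DNA probes labelled with fluorescein and Texas red; potency means the concentration at half of the fitted maximal effect; % of control where 0% means no effect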
#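 His-tagged ERG Ets domain (1 uM in the protein solution; 300mM KCl, 50mM Tris-HCl, 1mM EDTA, 1mM DTT, pH 7.5) received compound, then a probe mix of 5 nM fluorescein-DNA and 100nM Texas-615-DNA. Fluorescence polarization was read for both dyes.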
# G9a inh – blocks human histone lysine methyltransferase G9a; Potency, µM (titrated, usually from 102 µM), for inactives: at the top dose activity, negative = inhibition, hits mostly inhibitors; G9a H3K9 monomethylation, AlphaScreen, 2 h; Q96KQ7; 350,000 compounds, 8.8% hits; further: potency means the concentration at half of the fitted maximal effect; on the % scale 0 is the no-effect control and ±100 the full control effect; nearly all actives have a fitted effect of over 75% in size
# Target sequence (Q96KQ7 913-1193 limits assumed): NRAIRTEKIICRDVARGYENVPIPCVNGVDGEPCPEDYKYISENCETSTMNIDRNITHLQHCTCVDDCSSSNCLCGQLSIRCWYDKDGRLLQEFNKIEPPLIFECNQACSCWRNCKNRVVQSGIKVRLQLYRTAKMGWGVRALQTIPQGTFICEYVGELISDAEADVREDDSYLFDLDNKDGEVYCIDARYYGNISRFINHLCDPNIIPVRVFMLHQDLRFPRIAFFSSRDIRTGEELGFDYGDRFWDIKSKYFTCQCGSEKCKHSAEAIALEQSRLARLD
#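 Using a bead-based AlphaScreen, monomethylated H3K9 product from 2 h room-temperature reactions (G9a 20 nM, peptide 500 nM, SAM 20 uM) was detected with 0.5 ug/mL rabbit anti-H3K9me1 antibody.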
# GLS inh – glutaminase GLS (human) inhibition; AID 624170; Potency, µM (highest dose often 45.5 µM), without a hit: top-dose activity change, negative = inhibition, most hits filed as inhibitors; 410,000 compounds, 0.21% hits; GLS enzymatic activity, qHTS titration; further: potency means the concentration at half of the fitted maximal effect; on the % scale 0 is the no-effect control and ±100 the full control effect
#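 hKGA in 45 mM KH2PO4 pH 8.2, 0.02% Tween-20 with pin-transferred compounds; 1 mM L-glutamine (stock) plus glutamate oxidase/HRP/Amplex Red coupling added. Fluorescence read initially and after 30 min at RT.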
# HP1b chromo inh – blocks HP1-beta chromodomain binding to methylated histone tails; 390,000 compounds, 0.56% hits; AID 540317; Potency, µM (titrated, usually from 114 µM), inactives show top-dose activity change, negative = inhibition, most hits filed as inhibitors; AlphaScreen HP1-beta / biotin-H3K9me3 peptide binding; further: potency means the concentration at half of the fitted maximal effect; nearly all actives have a fitted effect of over 70% in size; inactives centre near 23
#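 HP1-beta protein (50 nM final) preincubated 30 min at room temperature with biotinylated H3(1-18)K9me3 peptide (50 nM) in PBS pH 7.4, 0.01% Tween-20, then compound added for 30 min. AlphaScreen streptavidin donor/nickel chelate acceptor beads (10 ug/mL final), 30 min dark, luminescence read.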
# * hit, by the source's call; i = inactive; ? = inconclusive; nt = no result given; [ ] = another dose, or the depositor's remark. Unless noted, the call rests on the fitted dose curve; in most records, active means well fitted curve in the direction sought with a large enough effect; inconclusive means small, poorly fitted or top-dose-only effect, or another doubt; inactive means no such curve, though single readings can be large; an effect the other way counts as inactive or inconclusive.
SMILES,JMJD2A Tudor,BAZ2B block,Pin1 inh,PI4K2A block,Tb PGK inh,ERG Ets-DNA blk,G9a inh,GLS inh,HP1b chromo inh
CC1=C(C#N)C(Nc2cc(C)ccn2)(C(F)(F)F)C(=O)N1 (centres undefined),-9%,3%,2%,-1,-7%,-18%,17%,-2%,22%
O=C(CCCN1C(=O)c2cccc3cccc(c23)C1=O)NCc1cccnc1,-16%,-17%,-4%,-1,-3%,9%,28%[59 µM],-2%,24%
O=S(=O)(c1ccc(OCC(O)CNC23CC4CC(CC(C4)C2)C3)c(Cl)c1)N1CCOCC1 (centres undefined),-27%,-23%,3%,-2,3%,-6%,-19%,-3%,26%
Cc1ccc(SCCn2nc(C(=O)O)c3ccccc3c2=O)cc1,-3%,-12%,-4%,-7,4%,5%,10%,8%,18%
CC(C)(CNC(=O)CC1C(=O)NCCN1Cc1cccc(F)c1F)N1CCOCC1 (centres undefined),-12%,-3%,-21%,7,-4%,-13%,-5%[59 µM],-2%,24%
CC(C)OC(=O)c1cccc(C(=O)Oc2ccccc2)n1,0%,10%,-5%,3,nt,nt,17%[12.7 µM],-11%,35%[activator]
Cc1oc(/N=C/c2ccccc2)c(C#N)c1C,-7%,-31%,?,0,-5%,8%,?,7%,-2%
COC(=O)c1ccc(NC(=O)CNS(=O)(=O)c2cccs2)cc1,6%,-4%,3%,-11,-16%,25%,-33%[59 µM],1%,6%
O=C(NNC(=S)NC(=O)c1sc2ccccc2c1Cl)c1ccc(Cl)cc1,?,-35%,0%,-3,-7%,2%,?,21%,-27%
COC(=O)c1cc(C(=O)OCC(=O)NNC(=O)c2cccs2)cc([N+](=O)[O-])c1,-5%,3%,1%,-1,9%,7%,-25%,17%,40%[activator]
O=C(NC(=S)Nc1cc(C(F)(F)F)ccc1N1CCOCC1)c1ccco1,-17%,-37%,-1%,5,10%,1%,2%,7%,5%
CN(CC(=O)Nc1ccc(F)cc1)C(=O)CSc1nc2ncc(Cl)cc2[nH]1,1%,3%,0%,5,i,4%,1%,-21%,34%
COc1ccccc1N1CCN(C(=S)NC(=O)/C=C/c2ccccc2)CC1,-6%,-4%,7%,-2,-8%,-6%,5%[59 µM],5%,28%
Nc1nc(SCC(=O)c2cc3ccccc3o2)n[nH]1,?,-38%,2%,-1,-9%,-3%,?,7%,?
O=C(C1CCC1)N1CCN(c2ccc(C(F)(F)F)cc2[N+](=O)[O-])CC1,?,-14%,-1%,-4,-9%,-7%,nt,1%,-11%
COC(=O)c1ccc(S(=O)(=O)N2CCCN(Cc3cccc(Br)c3F)CC2)n1C,-30%,-35%,-3%,1,-9%,3%,?,2%,14%
O=C(c1ccc(SCc2ccco2)c([N+](=O)[O-])c1)N1CCOCC1,-22%,-12%,3%,-1,-9%,1%,11%[59 µM],-2%,1%
COc1ccc(N2CCN(S(=O)(=O)CCNC(=O)c3ccc(OC(C)C)cc3)CC2)cc1,-1%,4%,0%,3,-3%,-7%,-10%[59 µM],10%,22%[57 µM]
CCOc1ccccc1-c1n[nH]c(=S)o1,40µM*,?,-8%,-6,-9%,-6%,1.8µM*,19%,16%
Cc1n[nH]c(C)c1CCNC(=O)C1CCC(=O)N(Cc2ccccc2F)C1 (centres undefined),-8%,?,-11%,-3,-2%,1%,-9%,6%,11%
COc1cccc(CNC(=O)[C@H](CCSC)NC(=O)N2CCn3c2nc2ccccc23)c1,-22%,?,8%,4,-5%,-5%,50µM*,1%,24%
Cc1ccccc1C1c2[nH]c3ccccc3c2C[C@H]2C(=O)N(c3ccccc3C(=O)NCCN3CCOCC3)C(=O)N12 (some centres undefined),?,?,5%,-3,-6%,6%,1%[12.7 µM],7%,-8%
O=C(CN1C(=O)C2C3C=CC(C3)C2C1=O)Nc1ccc2c(c1)OCCO2 (centres undefined),-5%,-1%,-1%,-2,-3%,1%,nt,3%,31%
CC(C)CCN1C(=O)c2ccc(C(=O)OCC(=O)N(CC(C)C)C3CCS(=O)(=O)C3)cc2C1=O (centres undefined),-24%,nt,-6%,-4,-7%,-7%,nt,-7%,14%
Cc1cccc(OCc2nnc(SCC(=O)OC3CCCCC3)o2)c1,117%[activator],nt,-3%,2,-5%,5%,93%[activator][59 µM],-2%,123%[activator]

# Profiles, looked up by structure. Order of values: JMJD2A Tudor	BAZ2B block	Pin1 inh	PI4K2A block	Tb PGK inh	ERG Ets-DNA blk	G9a inh	GLS inh	HP1b chromo inh
# CC(C)(CNC(=O)CC1C(=O)NCCN1Cc1cccc(F)c1F)N1CCOCC1 (centres undefined) reads -12%	-3%	-21%	7	-4%	-13%	-5%[59 µM]	-2%	24%
# CCOc1ccccc1-c1n[nH]c(=S)o1 reads 40µM*	?	-8%	-6	-9%	-6%	1.8µM*	19%	16%
# Cc1oc(/N=C/c2ccccc2)c(C#N)c1C reads -7%	-31%	?	0	-5%	8%	?	7%	-2%
# CC(C)CCN1C(=O)c2ccc(C(=O)OCC(=O)N(CC(C)C)C3CCS(=O)(=O)C3)cc2C1=O (centres undefined) reads -24%	nt	-6%	-4	-7%	-7%	nt	-7%	14%
# Cc1ccccc1C1c2[nH]c3ccccc3c2C[C@H]2C(=O)N(c3ccccc3C(=O)NCCN3CCOCC3)C(=O)N12 (some centres undefined) reads ?	?	5%	-3	-6%	6%	1%[12.7 µM]	7%	-8%

# (further entries)
SMILES,JMJD2A Tudor,BAZ2B block,Pin1 inh,PI4K2A block,Tb PGK inh,ERG Ets-DNA blk,G9a inh,GLS inh,HP1b chromo inh
CCN(CC(=O)NCc1ccc(Cl)cc1)C(=O)CSc1ccc(Br)cc1,-10%,4%,-4%,0,i,10%,51%[activator],4%,37%
CC(C(=O)N1CCc2ccccc21)N1CCN(c2cccc(C(F)(F)F)c2)CC1 (centres undefined),4%,-27%,2%,-4,9%,8%,-3%,-4%,36%
Cc1ccc(S(=O)(=O)N2CCCCC2)cc1C(=O)N(C)CCOc1ccccc1,-21%,-16%,-2%,1,-3%,5%,9%,1%,18%
O=C(COC(=O)c1ccccn1)Nc1cccc(Cl)c1,-18%,-35%,3%,-6,-2%,-3%,-40%[59 µM],9%,11%
CCC(C)(O)c1[nH]c2ccc(C#N)cc2c1C (centres undefined),-18%,-28%,-15%,-3,3%,2%,5%,12%,21%
Cc1c(Cl)cccc1NC(=S)NCc1cccs1,-13%,-14%,-7%,-5,-2%,3%,5%[59 µM],11%,33%
Cc1ccc(-c2nc(N)sc2CC(=O)OCC(=O)NC2CCCC(C)C2C)cc1 (centres undefined),-25%,-9%,11%,-4,-2%,-2%,?,16%,-14%
COc1ccc(OC)c(CNC(=O)C2CCCN(S(=O)(=O)N3CC(C)CC(C)C3)C2)c1 (centres undefined),-23%,-18%,-1%,4,-6%,5%,nt,5%,20%
CC(C)C(C(=O)Nc1nccs1)c1ccc(Cl)cc1 (centres undefined),4%,-19%,-1%,-1,5%,-2%,-4%,10%,55%[activator]
COc1ccc(C(=O)Nc2ccnn2C2CCN(C(=O)c3cc(C)on3)CC2)cc1,-20%,-1%,-4%,-2,1%,-1%,15%,8%,10%
CC1CCN(CC(=O)Nc2ccccc2Sc2ccccc2)CC1,58%[activator],42%[activator],1%,-3,-10%,13%,-4%[59 µM],-2%,97%[activator]
COc1cc(/C=N\NC(=O)C(C)(C)O)ccc1OC/C=C/c1ccccc1,-12%,-20%,-2%,-1,4%,4%,18%,-6%,45%[activator]
CC(C)OCCCNCC(O)c1ccccc1 (centres undefined),20µM*,79µM*,-8%,3,8%,nt,?,15%,?
COCCNC(=O)Cn1cc(C(=O)c2cccs2)c2ccccc21,-11%,nt,?,4,2%,9%,nt,8%,12%
COc1ccc(CNC(=O)C2CCCN2S(=O)(=O)c2ccc(Cl)cc2)cc1 (centres undefined),0%,-3%,-11%,2,nt,nt,-8%[59 µM],0%,32%
O=C(COc1nsnc1N1CCOCC1)N1CCOCC1,-6%,?,-13%,-2,-6%,3%,5%[59 µM],-1%,36%
COc1ccc(NC(=O)N(O)C2(C#N)CCCCC2)cc1,-24%,nt,1%,2,8%,nt,nt,-1%,18%

# Part of the list above with just BAZ2B block and Pin1 inh.
SMILES,BAZ2B block,Pin1 inh
Cc1ccc(S(=O)(=O)N2CCCCC2)cc1C(=O)N(C)CCOc1ccccc1,-16%,-2%
O=C(COC(=O)c1ccccn1)Nc1cccc(Cl)c1,-35%,3%

# As entered above.
# CN(CC(=O)Nc1ccc(F)cc1)C(=O)CSc1nc2ncc(Cl)cc2[nH]1 in G9a inh shows 1%
# CC(C)OC(=O)c1cccc(C(=O)Oc2ccccc2)n1 in PI4K2A block shows 3
